CHT allo act: CHT positive allosteric modulators, primary screen, cell-based, membrane potential dye, choline EC20; High affinity choline transporter 1 (Homo sapiens), Q9GZV3; CHT-expressing cells; hits give high values; LV-AA mutant CHT in HEK293 cells; B-score at 10 µM; 0.49% of 310,000 active; AID 488977, 2010;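 active = initial fluorescence not abnormally high and integrated response B-score, plate-corrected, over 3 SD above library mean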
Target sequence (Q9GZV3 whole entry, looked up): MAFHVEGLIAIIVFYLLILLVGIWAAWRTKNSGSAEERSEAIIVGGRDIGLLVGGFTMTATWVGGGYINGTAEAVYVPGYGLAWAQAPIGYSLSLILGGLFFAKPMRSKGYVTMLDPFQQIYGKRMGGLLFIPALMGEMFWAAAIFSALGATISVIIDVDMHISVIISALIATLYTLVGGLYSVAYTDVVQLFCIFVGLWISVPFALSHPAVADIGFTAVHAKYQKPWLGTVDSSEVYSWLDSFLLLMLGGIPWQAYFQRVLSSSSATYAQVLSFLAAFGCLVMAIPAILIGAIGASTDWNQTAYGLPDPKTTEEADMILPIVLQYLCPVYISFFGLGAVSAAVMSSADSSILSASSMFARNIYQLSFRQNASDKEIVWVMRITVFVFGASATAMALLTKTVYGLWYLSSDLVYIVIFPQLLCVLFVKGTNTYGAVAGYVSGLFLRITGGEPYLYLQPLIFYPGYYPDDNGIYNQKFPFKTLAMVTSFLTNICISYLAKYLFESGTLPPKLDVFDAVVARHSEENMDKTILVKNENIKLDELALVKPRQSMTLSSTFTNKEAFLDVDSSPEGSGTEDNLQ
OX1R antag: OX1R (HCRTR1) antagonists, primary screen, fluorescence, CHO/OX1R cells, Fluo-8 calcium, orexin A. Fluo-8 calcium fluorescence. inhibition, % at 5 µM. 0.43% of 330,000 active. AID 434989, 2010;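 active = inhibition above its plate's threshold, mean inhibition of all tested compounds on the plate plus 3 SD, cut at about 37% in these data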;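 also: 0% = orexin A challenge wells and 100% = SB-334867-A antagonist wells; not every result past the cut was called active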
Target sequence (O43613 whole entry, looked up): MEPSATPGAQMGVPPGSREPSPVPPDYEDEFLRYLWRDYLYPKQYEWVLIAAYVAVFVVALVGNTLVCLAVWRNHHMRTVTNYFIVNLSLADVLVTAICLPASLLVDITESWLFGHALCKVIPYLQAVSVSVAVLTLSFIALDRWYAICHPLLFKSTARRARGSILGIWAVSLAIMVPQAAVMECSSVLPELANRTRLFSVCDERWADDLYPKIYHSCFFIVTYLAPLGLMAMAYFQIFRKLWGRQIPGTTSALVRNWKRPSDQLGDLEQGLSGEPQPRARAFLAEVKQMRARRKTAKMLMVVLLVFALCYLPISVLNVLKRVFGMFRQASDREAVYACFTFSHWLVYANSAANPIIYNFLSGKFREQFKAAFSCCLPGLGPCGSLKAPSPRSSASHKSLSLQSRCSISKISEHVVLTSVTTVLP
* marks the source's active call; other numbers are inactive results; i = inactive; x = no result given.

molecule | CHT allo act | OX1R antag
CC1CCN(CC(=O)c2ccc3c(c2)OCCO3)CC1 | i | -10.4
N=C1c2ccccc2CN1NC(=O)c1ccc(Br)o1 | i | -17.9
O=C1NC(=O)N(Cc2ccccc2)C(=O)/C1=C/N1CCCc2ccccc21 | i | -8.5
CN(C)c1ccc(/C=C2\CC3C4CC=C5CC(O)CCC5(C)C4CCC3(C)C2=O)cc1 (stereo not given) | i | -18.2
Oc1cc2c(cc1CN1CCN(c3ccccc3F)CC1)OCO2 | i | -14.3
CC(Cc1ccsc1)NCc1cn[nH]c1-c1ccc(F)cc1F (stereo not given) | i | -17.0
CN1CC(C(=O)c2ccc(Cl)cc2)C(c2ccc(N(C)C)cc2)C1 (stereo not given) | i | -25.1
NC(=O)C1CCN(/C=C2\C(=O)NC(=O)N(Cc3ccco3)C2=O)CC1 | i | 0.8
CN1CCCN(C(=O)COc2ccccc2Br)CC1 | i | -7.5
COc1ccc(NC(=O)CN(C)C(=O)CSC(c2ccccc2)c2ccccc2)cc1 | x | -14.2
CCOc1cc(-c2nc3c(C)cccn3c2NCC2CCCO2)ccc1O (stereo not given) | 6.43* | -22.5
O=[N+]([O-])c1ccc(N2CCNCC2)c(Cl)c1 | i | -1.2
O=C(Nc1ccccc1)c1c(O)c2c(n(Cc3ccco3)c1=O)CCCC2 | i | -7.6
O=c1[nH]c(=S)n(C2CC2)c(O)c1C=Nc1cccc(C(F)(F)F)c1 | i | -6.1
c1ccc(CC(NCc2ccco2)c2ccccc2)cc1 (stereo not given) | i | -2.7
CCOc1cc(CN2CCN(C(=O)Cc3ccccc3)CC2)ccc1OC | i | 11.4
CC(C)C(C)(NC(=O)c1cccn(Cc2ccc3c(c2)OC(F)(F)O3)c1=O)C(N)=O (stereo not given) | i | 0.3
COc1ccc2[nH]cc(C3=CCNCC3)c2c1 | i | -9.7
COC(=O)C1=C(c2ccc(OC)c(OC)c2)C[C@@H]2CC[C@H]1N2C(=O)NCCOc1ccc(OC)cc1 | x | -14.5
CN1CCN(c2nc(N)cc(=O)[nH]2)CC1 | i | -22.7
COc1ccccc1Oc1c(C)oc2cc(OC(=O)N(C)C)ccc2c1=O | i | -24.6
CN(C)C1(c2nnnn2-c2ccc(Cl)cc2)CCCCC1 | i | -31.8
CCOP(=O)(C(NC(=O)c1ccccc1Cl)=C(Cl)Cl)c1ccccc1 (stereo not given) | i | -13.6
O=C(CN1C(=O)COc2ccccc21)N1CCC2(CC1)OCCO2 | i | -10.7
CC(C)OC(=O)c1c(N)n(CC2CCCO2)c2nc3ccccc3nc12 (stereo not given) | i | -23.5
Cn1c(O)c(C=NCCN2CCN(C(=O)c3ccccc3)CC2)c(=O)n(C)c1=O | i | -3.5
O=c1[nH]c(=O)n(-c2cccc(Cl)c2)c(O)c1C=NCCN1CCCCC1 | i | -9.1
NP(=O)(OCCCc1ccccc1)c1ccccc1 (stereo not given) | i | -10.0
N=C1c2ccccc2CN1c1cccc([N+](=O)[O-])c1 | i | -8.7
CN1CCN(c2nc3ccccc3o2)CC1 | i | 3.0
Nc1cc(Cl)cc(Cl)c1 | x | 0.8
CCCCc1ccc(NC2=NCCCS2)cc1 | i | -9.8
COc1ccccc1N1CCN(Cc2ccccc2Cl)CC1 | i | -30.6
CCOC(=O)CNC(=S)N1CC2C[C@@H](C1)Cn1c2cccc1=O | i | 6.5
CCCCC(=O)N/N=C/c1c(O)n(CCC2=CCCCC2)c(=O)[nH]c1=O | i | -33.2
CC(=O)O[C@@H]1/C=C/[C@](C)(O)C[C@@H](C)C/C=C/[C@H]2[C@H](O)[C@@](C)(O)[C@@H](C)[C@H]3[C@H](Cc4ccccc4)NC(=O)[C@@]312 | i | -3.8
CCCCCCCSc1cc(OC)c(CCNC)cc1OC | i | 16.5
C[N+](C)(N)CCOC(=O)C(O)(c1ccccc1)C1CCCCC1 (stereo not given) | i | -5.0
CCc1nn(CC(=O)N2CCC3(CC2)OCCO3)c(=O)c2cccn12 | i | -4.2
COc1ccc(CNCCc2cccc(F)c2)c2ccccc12 | i | x
COC(=O)C(c1ccccc1)N1CCCCCC1 (stereo not given) | i | -15.1
Cc1cccc(N2C(=O)CC(=O)NC2=O)c1 | i | -8.5
COc1cc2c3cc1Oc1c(OC)c(OC)cc4c1[C@H](Cc1ccc(cc1)Oc1cc(ccc1O)C[C@H]3N(C)CC2)N(C)CC4 | x | -26.5
CN1CCc2nc(SCc3cccc(Br)c3)c(C#N)cc2C1 | i | -35.1
CCOc1cc(CNCCc2ccccc2F)ccc1OC | i | -24.0
N#CC1(c2ccccc2)CCN(C2CC(=O)N(c3ccc4c(c3)OCO4)C2=O)CC1 (stereo not given) | i | -7.8
CCCCn1c(O)c(C(CC)=Nc2ccc(C(=O)O)cc2)c(=O)[nH]c1=O | i | -34.3
CCN(CC)c1ccc(C=C2C(=O)N(C)C(=S)N(C)C2=O)o1 | i | 4.3
C/C(=N\N(C)c1ccccc1)c1c(O)[nH]c(=O)[nH]c1=O | i | 17.2
O=C1NC(=S)N(c2ccccc2)C(=O)C1C(c1ccncc1)C1C(=O)NC(=S)N(c2ccccc2)C1=O (stereo not given) | i | -23.3
COC(=O)C1=C(c2ccc(OC)c(OC)c2)C[C@@H]2CC[C@H]1N2C(=O)NCc1cc(C)oc1C(F)(F)F | x | -39.0
Brc1ccc(-[n+]2c(-c3ccccc3)cc(-c3ccccc3)cc2-c2ccccc2)cc1 | 12.3* | 24.9
CC1(C)CC(n2[nH]c(=O)c3c2NC(=O)CSC3c2ccccc2)CCO1 (stereo not given) | i | -8.1
COc1ccc(O)c(CN2CCCC(C(=O)c3sccc3C)C2)c1 (stereo not given) | i | -18.8
COc1ccc(-n2c(-c3ccccc3Br)nc3ccccc3c2=O)cc1 | i | -13.2
CCOc1cc2c(cc1OCC)-n1cccc1C(c1cccc([N+](=O)[O-])c1)NC2 (stereo not given) | i | -30.7
CC(C)=CCOc1c2occc2cc2ccc(=O)oc12 | i | -9.7
CCN(CC)C(=O)c1ccc(NC(=O)Cn2nc(C)c3ccccc3c2=O)cc1 | i | -29.1
Cc1ccc2c(c1)N(N=O)CCC2 | i | -2.4
CNCC1(c2ccccc2)CCCC1 | i | -8.2

Quoted at random: five records from the list.
molecule | CHT allo act | OX1R antag
COc1ccc(O)c(CN2CCCC(C(=O)c3sccc3C)C2)c1 (stereo not given) | i | -18.8
CNCC1(c2ccccc2)CCCC1 | i | -8.2
O=C1NC(=S)N(c2ccccc2)C(=O)C1C(c1ccncc1)C1C(=O)NC(=S)N(c2ccccc2)C1=O (stereo not given) | i | -23.3
CCCCn1c(O)c(C(CC)=Nc2ccc(C(=O)O)cc2)c(=O)[nH]c1=O | i | -34.3
CCOc1cc2c(cc1OCC)-n1cccc1C(c1cccc([N+](=O)[O-])c1)NC2 (stereo not given) | i | -30.7

Next part
Results follow in this order: CHT allo act, OX1R antag
NC(=O)c1cc(N2CC2)c([N+](=O)[O-])cc1[N+](=O)[O-]
    i, 5.2
CC(CO)(CO)N=Cc1c(O)n(-c2cccc3ccccc23)c(=O)[nH]c1=O
    i, -4.2
Cc1nn(Cc2ccccc2)c(C)c1C(=O)OCC(=O)Nc1ccccc1SCC#N
    i, -8.8
CC12CCC3C(CC=C4CC5(CCC43C)OCCO5)C1CCC2=O (stereo not given)
    i, -5.7
CCCCC(=O)C1C(=O)NC(=O)NC1=O
    i, -7.2
CN(C)c1ccc(C(=O)c2ccc(N(C)C)cc2)cc1
    i, -17.4
Cc1ccc(S(=O)(=O)CC(C)(O)C(=O)Nc2cccc(C(F)(F)F)c2)cc1 (stereo not given)
    i, -1.3
COC12CCC3(CC1C(C)(O)C(C)(C)C)[C@H]1Cc4ccc(O)c5c4[C@@]3(CCN1CC1CC1)C2O5 (stereo not given in full)
    x, -6.4
CC(=O)N(C1=NCCCS1)c1ccccc1F
    i, -7.4
C=CCn1c(O)c(/C=N/N2CCOCC2)c(=O)[nH]c1=S
    i, -16.1
FC(F)(F)c1ccccc1N1CC1c1ccncc1 (stereo not given)
    i, -9.6
CC(=O)c1cccc(OCC(O)CN2CC=C(c3ccccc3)CC2)c1 (stereo not given)
    i, -25.5
Cc1ccccc1-n1c(O)c(/C=N/Nc2nc3c(c(=O)n(C)c(=O)n3C)n2C)c(=O)[nH]c1=S
    i, -16.0
Cc1ccc(C2=NC(C)(C)N3C2C3c2ccc([N+](=O)[O-])cc2)cc1 (stereo not given)
    i, -17.4
COc1ccc(CCN)cc1OC
    i, -19.7
COC(=O)C1=C(c2ccc3ccccc3c2)C[C@@H]2CC[C@H]1N2C(=O)N1CCCC1
    x, 5.2
O=C(C[N+]12CCN(CC1)CC2)NCCc1ccc(Cl)cc1Cl
    i, -15.3
Cn1cc(C(=O)NCc2ccccc2)c2ccccc21
    i, 4.6
C/C(=N\N1CCCCC1c1cccnc1)c1c(O)n(C2CCCCC2)c(=S)[nH]c1=O (stereo not given)
    i, -53.1
COC(=O)C1=C(c2ccc(OCc3ccccc3)cc2)C[C@@H]2CC[C@H]1N2C(=O)NCc1ccc([N+](=O)[O-])cc1
    x, 11.4
CN1C(=O)NC(=O)C(C)(C2=CCCCC2)C1=O (stereo not given)
    i, -15.9
C=C1C[C@@H]2[C@H](CC[C@]3(C)C(=O)CC[C@@H]23)[C@@]2(C)C=CC(=O)C=C12
    i, -3.6
O=C(CN1CCOCC1)c1ccc2cc[nH]c2c1
    i, -5.8
CC12CCCCC1=[N+]([O-])CN2O (stereo not given)
    i, -9.3
O=C(COc1ccc(Cl)cc1)N1CCN(Cc2ccccc2)CC1
    i, -17.0
O=C(COC(=O)Cc1ccccc1)Nc1ncc(Cl)cc1Cl
    i, -17.7
COC(=O)C1=C(c2ccc3ccccc3c2)C[C@@H]2CC[C@H]1N2C(=O)NCCO
    x, -15.7
CCc1ccc(/C=C(/C#N)C(N)=S)cc1
    i, -8.7
CCN(CC)c1ccc(/C=C/[N+](=O)[O-])cc1
    i, 52.6*
Clc1ccc(C(OCCN2CCCCC2)c2ccccc2)cc1 (stereo not given)
    i, -23.8
CCN(CC)CCCN=C(C)c1c(O)n(-c2ccc(C)cc2)c(=O)[nH]c1=O
    i, -14.6
C1CCCN(C2CCNCC2)CC1
    i, -11.2
CC1OC(NCCc2ccccc2)C(O)C(O)C1O (stereo not given)
    i, -12.7
CCN(CC)S(=O)(=O)c1ccc(C)c(NCC(=O)Nc2ccc(C#N)c(Cl)c2)c1
    i, 33.1
COc1ccc(N2C(=O)NC(=O)/C(=C\c3cn(CC(=O)N4CCOCC4)c4ccccc34)C2=O)c(OC)c1
    i, -12.8
Nc1ccc2cc(Br)ccc2c1
    i, -17.6
COc1ccc(-n2c(O)c(C=NCc3ccc4c(c3)OCO4)c(=O)[nH]c2=O)cc1
    i, -11.7
Cc1cc(C)c(C(=O)CN2CCOCC2)c(C)c1
    i, -7.2
CNc1cc(N2CCNCC2)ccc1[N+](=O)[O-]
    i, -13.0
CCOC(=O)c1c(C)n(Cc2ccco2)c2c1cc(O)c1ccccc12
    i, -19.4
c1ccc(C2CC2)c(OCC2=NCCN2)c1
    i, -10.4
O=P1(Nc2cccnc2)COc2ccccc2OC1
    i, -5.0
COC(=O)C1=C(c2ccc(-c3ccccc3)c(F)c2)C[C@@H]2CC[C@H]1N2C(=O)N1CCc2cc(OC)c(OC)cc2C1
    x, -9.0
COc1ccc(C(=O)Nc2cccc(S(=O)(=O)NCc3ccco3)c2)cc1
    x, 4.4
O=[As](O)(O)c1ccc(N=Nc2ccc(O)cc2)cc1
    i, x
O=C(c1ccc(Cl)cc1)C1CCCN(Cc2ccc3ncccc3c2)C1 (stereo not given)
    i, -23.7
Cc1ccsc1C(=O)C1CCCN(Cc2cccn2-c2ccccn2)C1 (stereo not given)
    i, -24.2
COC(=O)C1=C(c2cccc(OCc3ccccc3)c2)C[C@@H]2CC[C@H]1N2C(=O)NCc1ccccc1OC
    x, 51.7*
O=C(NC(Cc1cnc[nH]1)C(=O)O)c1ccccc1 (stereo not given)
    i, -5.2
Cc1ccc(S(=O)(=O)N2CCCCC2)cc1NC(=O)CN1CC=C(c2ccccc2)CC1
    i, -31.4
CC(=O)Nc1ccc(C(=O)C(Cc2ccccc2)N(C)C)cc1 (stereo not given)
    i, -4.9
Cc1nc2ccc(Cl)cc2c(=O)n1-c1cccc(Cl)c1
    i, -14.7
COc1ccccc1C1C([N+](=O)[O-])=C(N)Oc2c1c(=O)oc1ccccc21 (stereo not given)
    i, -12.1
CN1CCN(c2nccc3c2ncn3C)CC1
    i, -2.4
C[N+]1(C)C2CCC1CC(OC(=O)C(CO)c1ccccc1)C2 (stereo not given)
    i, -3.7
Cc1cc(Oc2ccc(C(F)(F)F)cc2[N+](=O)[O-])c2c3c(c(=O)oc2c1)CCCC3
    i, -12.8
Cc1ccsc1C(=O)C1CCCN(Cc2cnc(N3CCOCC3)s2)C1 (stereo not given)
    i, -33.9
CCOc1ccc(C2SCC(=O)Nc3c2c(C)nn3C2CCOC(C)(C)C2)cc1 (stereo not given)
    i, -13.5
CCC(=O)c1ccc(OCC(=O)N2CCN(CC(=O)Nc3ccc(C)cc3)CC2)cc1
    x, -19.9
CC(=NCc1cccnc1)c1c(O)n(-c2ccccc2C)c(=O)[nH]c1=O
    i, -0.8

Additional results follow.
Results follow in this order: CHT allo act, OX1R antag
Nc1ccccc1C(=O)OCCc1ccccc1
    x, -13.1
CCCCn1c(=O)c(C(=O)NC(C)c2ccccc2)c(O)c2ccccc21 (stereo not given)
    i, -33.5
CN1CCCC(C(=O)c2ccc(Cl)cc2)C1 (stereo not given)
    i, -23.6
CCOC(=O)C1(CCc2ccccc2)CCN(CC(O)CO)CC1 (stereo not given)
    i, -19.6

Screens from PubChem.

Some of the compounds tested (hit frequency here may not be typical).
